ABHD5-PLIN5 inh: ABHD5-PLIN5 interaction inhibitors, primary screen, cell lysate, split luciferase complementation, luminescence | Perilipin-5 (Homo sapiens) + 1-acylglycerol-3-phosphate O-acyltransferase ABHD5 (Homo … | Split G. princeps luciferase complementation, 4 h | inhibition, % at 4 µM | actives 0.78% (n = 360,000) | AID 602281, 2012;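 active means inhibition above the mean inhibition across every tested compound plus 3 SD, cut at about 22% in these data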;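 further: 0% = DMSO only wells and the 100% control is not disclosed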
NR5A2 inv ag: LRH-1 (NR5A2) inverse agonists, primary screen, cell-based, luminescence, HEK293T, StAR-luciferase reporter; Nuclear receptor subfamily 5 group A member 2 (Homo sapiens), O00482; LRH-1 transfected, 24 h; inhibition, % at 3.6 µM; actives 0.13% (n = 360,000); AID 602396, 2012;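 active means inhibition above the mean inhibition of all tested compounds plus 3 SD, cut at about 73% in these data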;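 further: 0% = DMSO wells and 100% = reporter-only cells lacking LRH-1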
TLR9-MyD88 inh: inhibitors of TLR9-MyD88 association in cells, primary screen, cell-based, CHO, BLA complementation, fluorescence; inhibition, % at 4.98 µM; CCF4 FRET ratio; AID 504734, 2011; Toll-like receptor 9 (Homo sapiens) + Myeloid differentiation primary response protein …; actives 0.21% (n = 340,000);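 active means inhibition above the mean over all tested compounds plus 3 SD, cut at about 21% in these data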;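 further: 0% = DMSO only wells and 100% = clavulanate BLA inhibitor control wells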
SRC3 inh: SRC3 coactivator transcriptional activity inhibitors, primary screen, cell-based, luminescence; AID 588352, 2011; actives 0.17% (n = 360,000); HEK293 GAL4-SRC3 luciferase reporter; inhibition, % at 3.6 µM; Nuclear receptor coactivator 3 (Homo sapiens), Q9Y6Q9;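 active means inhibition above a per-campaign cutoff, the mean of all compounds plus 3 SD, cut at about 60% in these data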;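 further: 0% = DMSO-treated cells and 100% = gossypol-treated cells at 36 µM; higher means less SRC3-driven luciferase light from the GAL4 reporter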
TROY NFkB inh: inhibitors of TROY-driven NF-kB signaling, primary screen, Q293 LMP1-TROYcd cells, NF-kB luciferase, uHTS | actives 0.98% (n = 360,000) | Q293 LMP1-TROYcd NF-kB luciferase reporter, 4 h | inhibition, % at 10 µM | AID 1347056, 2019;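 active means compounds whose plate-normalised and pattern-corrected inhibition of the luciferase reporter signal at the single screening dose is 50% or more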
NCOA2 inhibitor: inhibition of GAL4-SRC2 driven luciferase reporter, primary screen, SRC2 inhibitor project, cell-based, luminescence. HEK293 GAL4-SRC2 luciferase reporter. inhibition, % at 9 µM. actives 0.17% (n = 370,000). AID 651957, 2012;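 active means inhibition above the mean inhibition of all tested compounds plus 3 SD, set per campaign, cut at about 52% in these data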;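 further: 0% = DMSO treated cells and 100% = cells given Gossypol at 36 µM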
NR2F2 inh: NR2F2 transcriptional activity inhibitors, primary screen, cell-based, luciferase reporter, HEK293T, luminescence. actives 0.7% (n = 370,000). HEK293T NGFI-A luciferase reporter. COUP transcription factor 2 (Homo sapiens), P24468. AID 686940, 2013. inhibition, % at 8.6 µM;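 active means inhibition above a per-plate cutoff, mean inhibition of test wells between control levels plus 3 SD, cut at about 38% in these data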;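 further: cells cotransfected with COUP-TFII expression vector driving the NGFI-A reporter; 0% = median of COUP-TF2 test wells and 100% = reporter-only cells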
Target sequence (P24468 whole entry, looked up): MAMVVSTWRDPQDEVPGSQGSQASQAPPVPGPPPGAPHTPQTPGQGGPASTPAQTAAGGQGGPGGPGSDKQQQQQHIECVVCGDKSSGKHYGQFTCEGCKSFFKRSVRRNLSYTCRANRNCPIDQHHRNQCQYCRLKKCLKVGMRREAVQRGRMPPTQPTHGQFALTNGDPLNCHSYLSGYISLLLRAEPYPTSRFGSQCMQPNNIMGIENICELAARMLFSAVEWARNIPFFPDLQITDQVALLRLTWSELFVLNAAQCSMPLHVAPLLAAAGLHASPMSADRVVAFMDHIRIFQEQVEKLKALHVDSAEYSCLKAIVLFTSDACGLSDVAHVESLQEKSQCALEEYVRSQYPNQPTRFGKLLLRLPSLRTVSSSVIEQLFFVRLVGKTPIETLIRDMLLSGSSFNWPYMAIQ
Exocytosis inh: LAMP-1 surface exposure blockers, TALL-104 cells – cell-based, flow cytometry, MLPCN library, primary screen; TALL-104 LAMP-1 surface exposure; cells stimulated with thapsigargin and PMA; inhibition, % at 10 µM; actives 0.66% (n = 360,000);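 active means inhibition above about 55%, limit read from the data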
TWEAK-Fn14 inh: inhibitors of TWEAK-Fn14 signaling, primary screen, luciferase reporter cells, uHTS. inhibition, % at 10 µM. actives 2% (n = 360,000). AID 1159606, 2016. TWEAK-stimulated Fn14 reporter cells, luciferase luminescence, 8 h; in the data active means inhibition above about 50%
NOD2-RIPK2 inh: NOD2-RIPK2 binding disruptors in cells, primary screen, fluorescence, CHO cells, BLA complementation | actives 0.38% (n = 360,000) | CCF4 ratio | inhibition, % at 4.98 µM; in the data active means inhibition above about 21%;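 further: 0% = vehicle only and 100% = reference blocker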
Target sequence (O43353 whole entry, looked up): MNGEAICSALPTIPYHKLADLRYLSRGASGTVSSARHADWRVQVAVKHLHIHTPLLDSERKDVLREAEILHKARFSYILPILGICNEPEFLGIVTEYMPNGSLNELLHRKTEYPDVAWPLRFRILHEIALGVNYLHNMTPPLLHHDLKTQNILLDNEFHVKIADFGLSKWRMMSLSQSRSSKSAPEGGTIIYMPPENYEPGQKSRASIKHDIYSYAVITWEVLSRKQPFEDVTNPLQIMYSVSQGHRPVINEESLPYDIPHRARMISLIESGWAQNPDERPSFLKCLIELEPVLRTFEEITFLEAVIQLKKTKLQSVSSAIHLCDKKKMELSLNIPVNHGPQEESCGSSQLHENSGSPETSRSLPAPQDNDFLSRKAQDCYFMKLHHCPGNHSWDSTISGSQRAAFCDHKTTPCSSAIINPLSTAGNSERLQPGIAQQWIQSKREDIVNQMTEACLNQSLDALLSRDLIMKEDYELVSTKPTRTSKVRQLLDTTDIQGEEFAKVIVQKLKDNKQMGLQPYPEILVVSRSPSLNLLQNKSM
NCOA1 inh: SRC1 coactivator transcriptional activity inhibitors, primary screen, cell-based, luminescence; HEK293 GAL4-SRC1 luciferase reporter; actives 0.12% (n = 360,000); Nuclear receptor coactivator 1 (Homo sapiens), Q15788; inhibition, % at 3.6 µM;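 active means inhibition above the campaign mean plus 3 SD, with each screening campaign given its own cutoff, cut at about 60% in these data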;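 further: 0% = DMSO treated cells and 100% = gossypol at 36 µM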
Starred values were filed as active, the others as inactive; . = no result given.

SMILES	ABHD5-PLIN5 inh	NR5A2 inv ag	TLR9-MyD88 inh	SRC3 inh	TROY NFkB inh	NCOA2 inhibitor	NR2F2 inh	Exocytosis inh	TWEAK-Fn14 inh	NOD2-RIPK2 inh	NCOA1 inh
O=C(NCc1ccco1)C(Cc1ccccc1)N1C(=O)C2C3C=CC(C3)C2C1=O (stereo not given)	15	2	4	-10	-3	-38	-4	0	0	-5	-18
CC(C)c1nc2oc3c(NCCO)ncnc3c2c2c1COC(C)(C)C2	3	-5	-10	20	-13	4	1	-1	-2	-4	-4
Cc1ccc2c(CC(=O)OCC(=O)Nc3ccc(Cl)cn3)coc2c1	-5	24	-17	9	17	10	10	-2	15	-12	1
O[C@@H]1C[C@H](c2ccc(Cl)cc2)N(Cc2cccs2)C[C@H]1n1cc(-c2ccc(F)cc2)nn1	2	-3	2	-16	-6	13	0	-7	-13	9	1
COc1ccc(OC)c(S(=O)(=O)n2ccc(C)n2)c1	-3	0	3	-2	-4	11	-25	-4	10	-3	-13
COc1ccc(/C=C/C(=O)Oc2cc(C)[nH]c(=O)c2[N+](=O)[O-])cc1OC	9	4	0	20	15	-28	3	13	15	-1	-1
Cc1cccc(N(C(=O)Cc2cccs2)C(C(=O)NCc2ccco2)c2ccncc2)c1 (stereo not given)	9	-3	.	-15	-53	-5	-2	3	-6	-5	7
Cc1ccc(C(=O)NC(C(=O)OCc2cn3cc(Cl)ccc3n2)C(C)C)cc1 (stereo not given)	8	4	-4	14	-7	2	7	-3	-3	-4	-3
NS(=O)(=O)c1cccc(NC(=O)CCc2ccc(S(=O)(=O)N3CCOCC3)cc2)c1	0	9	0	-31	-10	-11	-6	-5	2	-2	-14
COc1ccc(N2CCN(S(=O)(=O)CCNC(=O)C34CC5CC(CC(C5)C3)C4)CC2)cc1	4	9	-11	0	-11	-16	21	-2	19	1	9
COc1cccc(NC(=O)Cc2ccccc2)c1	0	-122	0	-82	-31	-16	-23	-2	-21	-10	-64
NC(=O)C1CCN(CCC(=O)Nc2ccc3c(c2)CCC3)CC1	4	8	-6	1	4	-13	12	2	7	6	-3
CCc1cccc2c(C(=O)COC(=O)c3c(C)noc3C)c[nH]c12	-7	-11	-11	-5	-18	8	-16	3	-2	-10	-36
COc1ccc(S(=O)(=O)CC(=O)c2cc3cc(Br)ccc3oc2=O)cc1	33*	-4	10	-10	6	-2	11	20	7	5	-17
CCOc1ccc2nc(N(CCN(CC)CC)C(=O)c3ccc([N+](=O)[O-])cc3)sc2c1	0	-1	-7	13	-7	1	-36	-5	-14	-3	-35
CCN1C[C@@H]2[C@@H]3C(=O)N(C)C(=O)[C@@H]3[C@](CC)(C1=O)N2C(=O)c1ccccc1	-4	4	-8	-8	13	2	2	-1	-2	-3	-8
O=C(CCCCl)OCc1cn(-c2ccc(Cl)cc2)nn1	4	-2	.	4	2	12	7	-1	-5	4	-4
Cc1nnc(SCC(=O)N(C)C2CCS(=O)(=O)C2)n1Cc1ccccc1 (stereo not given)	1	-21	4	16	-2	-28	-10	-1	13	-6	-3
COc1ccccc1NC(=O)CSc1nnnn1C1CCCC1	-1	4	-8	3	7	2	1	-12	12	-17	-25
COC(=O)c1ccc(C(=O)N2CCCC(Nc3ccc(C(C)C)cc3)C2)cc1 (stereo not given)	-1	-24	-13	-18	16	2	0	5	-3	-3	-2
O=C(Nc1cccc(F)c1)c1ccc(S(=O)(=O)N2CCCC2)cc1	-5	-9	-8	2	-25	-13	9	2	-23	-2	7
COc1ccc(C(C(=O)NC2CCCC2)N(CC2CCCO2)C(=O)Cc2cccs2)cc1OC (stereo not given)	3	0	0	2	-21	-15	-6	16	-3	-2	0
CN1CCN(c2ccc([N+](=O)[O-])cc2C(=O)Nc2ccccc2)CC1	6	-6	-2	6	31	-10	3	-1	0	0	-40
C=CCn1c(SCC#N)nc2ccccc2c1=O	0	7	10	11	-3	-1	-10	1	-9	-2	-16
COc1ccc(OC(=O)c2cccnc2)cc1	8	-5	-8	13	-14	4	11	-2	2	-6	9
COc1cc(CC(=O)Nc2nc(-c3ccccc3)c(C(C)=O)s2)cc(OC)c1OC	-2	-1	-12	14	5	14	14	0	15	-14	15
O=C(O)C1CCN(C(=O)c2ccco2)CC1	9	5	3	6	-7	-30	26	2	5	4	10
Cc1cc(NC(=O)CSc2nc(C(C)C)nc3sc4c(c23)CCC(C)C4)no1 (stereo not given)	6	9	8	-3	0	1	-6	5	7	0	-12
CCOc1cccc(C(=O)Nc2ccccc2N2CCN(C(=O)C(C)C)CC2)c1	2	17	3	13	-45	25	4	1	-17	-1	-18
COc1ccc2[nH]c(=O)c(CN(C(=O)c3ccco3)C(C)C)cc2c1	3	11	8	-1	-8	26	-4	-2	-18	-8	4
COc1ccc2[nH]c3c(c2c1)CCN1C(=O)C(CC(=O)NCCCn2ccnc2)C[C@H](C(=O)N2CCOCC2)[C@@]31CCC1CCCC1 (stereo not given in full)	1	-3	-14	1	2	-4	8	-1	9	-14	-3
COC(=O)c1ccc(NC(=O)c2cc3sccc3n2C)cc1	1	-61	-6	-6	-24	-42	-35	0	56*	0	-22
COc1ccc(OCc2cc(C(=O)N3CCCCCC3)no2)c(Cl)c1	-1	-59	3	-35	-37	-39	-52	-2	-24	3	-61
COc1cccc(S(=O)(=O)N(C)C[C@H]2Oc3ncc(Br)cc3C(=O)N([C@@H](C)CO)C[C@@H]2C)c1	1	2	-10	11	-16	-32	-5	4	8	-1	-6
CCN(CC)S(=O)(=O)c1ccc(C(=O)Nc2ccc(OCC(=O)N3CCOCC3)cc2)cc1	-1	-6	-6	15	18	13	11	7	1	-10	-4
CCCC(c1nnnn1C(C)(C)C)N1CCN(c2ccccc2)CC1 (stereo not given)	5	-11	-2	24	-21	-54	7	-5	11	0	2
Oc1ccc(C[C@H]2CNC(=S)N2C[C@H]2CCCN2C[C@H](Cc2ccccc2)N2C[C@H](Cc3ccc(O)cc3)N(CC3CCCCCC3)C2=S)cc1	4	-9	.	-9	-24	18	21	9	19	-2	13
O=C(Oc1c(CN2CCOCC2)cc(Cl)c2cccnc12)c1cccs1	0	-16	4	6	-6	14	-6	2	2	-9	-6
O=C(CCl)Nc1ccccc1Sc1ccccc1	6	26	-8	6	-24	22	1	1	26	0	-6
CCS(=O)(=O)N1CCN(C2CCC(c3ccccc3)CC2)CC1 (stereo not given)	-6	4	0	-6	-5	.	.	-2	-5	-2	-6
COc1cccc(NC(=O)CC(=O)c2ccccc2)c1	-9	-58	6	-44	-38	-47	-29	15	-11	4	-65
CCC(=O)Oc1ccc(C(=O)Nc2ccc3c(c2)C(=O)N(C2CCCCC2)C3=O)cc1	2	-9	6	1	18	4	2	2	-76	-5	-13
Cc1nc(-c2ccccc2)nc2[nH]c(-c3ccccc3)cc(=O)c12	-6	26	1	-8	0	-1	-3	-3	30	-4	-2
CCN(Cc1ccccc1)C(=O)CN1C(=O)NC(CC)(c2ccc(F)cc2)C1=O (stereo not given)	6	-9	-1	3	6	2	5	-2	15	-1	-9
Cn1c2c(c3ccccc31)CC/C2=N\O	-1	-34	-1	-9	5	-33	-15	-2	13	-10	-38
CCCCCCC(=O)N/N=C1\CCCc2ccccc21	-8	-4	8	22	14	16	-5	-1	-5	-3	21
O=C(NCc1ccccc1)C1=C[C@H](c2ccc3c(c2)OCO3)C[C@H](OCc2ccc(CO)cc2)O1	-8	-24	10	-10	-36	4	4	36	-2	-3	-11
N#Cc1ccc(OCc2nnc(SCC(=O)c3ccccc3)n2-c2ccccc2)cc1	3	9	7	7	-13	-7	9	14	-2	-5	-15
Cc1nc2ccc(NC(=S)N3CCOCC3)cc2nc1C	-25	-23	2	-13	-8	-19	-5	-2	-21	-4	-15
c1ccc(N2CCN(c3c4c(nc5ncnn35)CCC4)CC2)cc1	-3	-9	-2	4	12	-6	3	5	3	6	-1
O=C(NCCSCc1c(F)cccc1Cl)Nc1ccccc1	-6	-24	-3	-25	-20	.	.	20	-16	-7	-25
Cc1ccc(CSCCNC(=O)CN(c2ccc(F)cc2)S(C)(=O)=O)cc1	-1	7	-6	6	13	14	9	27	-10	0	10
Cn1c(=O)[nH]c(=O)c2c1nc(NCCO)n2CCOc1ccccc1	-14	-12	-8	4	-12	-14	-15	2	-2	1	-1
Clc1ccc(C2=Nn3c(nnc3-c3cc(-c4ccccc4)n[nH]3)SC2)cc1	-2	35	-11	0	19	-2	-1	-2	6	-11	-18
COc1cc2c(cc1NC(=O)c1cc(-c3ccccn3)nc3ccccc13)oc1ccccc12	-2	14	-3	13	1	-9	-4	-3	10	3	4
Cc1cccc(NC(=O)C(=O)NNC(=O)c2ccc(C(C)(C)C)cc2)c1	-11	-7	-13	1	-4	-12	-27	-21	-20	-5	12
COc1ccc2sc(-c3ccc(SC)cc3)c(-c3ccc(O)cc3)c2c1	-10	12	-2	1	20	15	12	4	-6	5	-7
CCCC(C)C(=O)Nc1ccc(S(N)(=O)=O)cc1 (stereo not given)	-7	10	-5	18	3	-3	-3	0	-1	-1	7
O=C(CCCCCN1C(=O)c2cccc3cccc(c23)C1=O)NCc1cccnc1	4	5	.	12	-40	7	0	-3	-25	-15	-3
COc1ccc(S(=O)(=O)Nc2cccc(F)c2C)cc1C(=O)N1CCOCC1	2	-8	-1	-5	-11	-15	9	1	2	-10	10
O=C(NCCCn1ccnc1)C(=O)NCC(c1ccco1)N1CCN(c2ccc(F)cc2)CC1 (stereo not given)	0	0	6	6	-5	2	4	4	-11	7	-16
CCOc1nc(-c2ccccc2O)nc2ccccc12	1	5	6	5	-28	-8	-21	-1	-9	-2	-28

Gathered by group: the compounds so far containing a tert-butyl group.
SMILES	ABHD5-PLIN5 inh	NR5A2 inv ag	TLR9-MyD88 inh	SRC3 inh	TROY NFkB inh	NCOA2 inhibitor	NR2F2 inh	Exocytosis inh	TWEAK-Fn14 inh	NOD2-RIPK2 inh	NCOA1 inh
CCCC(c1nnnn1C(C)(C)C)N1CCN(c2ccccc2)CC1 (stereo not given)	5	-11	-2	24	-21	-54	7	-5	11	0	2
Cc1cccc(NC(=O)C(=O)NNC(=O)c2ccc(C(C)(C)C)cc2)c1	-11	-7	-13	1	-4	-12	-27	-21	-20	-5	12

Source: PubChem BioAssay

A portion of the library. The share of hits here may be higher or lower than overall.
